Compound activity deposited in PubChem by several laboratories.
GPR55 LPI antagonism = GPR55 antagonists blocking LPI-driven arrestin recruitment, primary screen, imaging, U2OS, beta-arrestin-GFP, LPI agonist (AID 2013). U2OS GPR55 beta-arrestin-GFP translocation imaging, LPI antagonism; higher % means a stronger effect. hit rate 0.13% among 290,000. one-dose inhibition, % at 10 µM; IC50 in µM for titrated hits;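 active = spots per cell inhibited over 60%, with over 100 cells counted and total cytoplasm intensity under 500,000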;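 also: U2OS cells stably carrying GPR55 and arrestin-GFP stimulated by 5 µM LPI near EC80; imaged beta-arrestin-GFP aggregate spots per cell after agonist stimulation; plate controls were LPI-stimulated DMSO wells for no effect and DMSO wells without LPI for full effect; some results filed as inactive read as strong as hits; confirmed hits need IC50 under 10 µM and bright autofluorescent wells are also inconclusive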
KOR beta-arrestin-1 = KOR agonists, beta-arrestin recruitment, primary screen, cell-based, luminescence, uHTS (AID 1777) | hit rate 0.02% among 280,000 | activation, % at 10 µM; hits with a dose series show EC50 in µM | KOR beta-arrestin recruitment, luminescence; higher % means a stronger effect; in the data active = activation above about 50%, passing the limit was not always enough; also: a part of the inactive calls stands beside numbers as strong as those of hits
GPR55 activation = GPR55 agonists via beta-arrestin recruitment, primary screen, imaging, U2OS cells, beta-arrestin-GFP redistribution (AID 1961); U2OS GPR55 beta-arrestin-GFP redistribution imaging; higher % means a stronger effect; activation, % at 10 µM; hits with a dose series show EC50 in µM; hit rate 0.048% among 290,000;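 active = activation above 40% with more than 50 cells counted in the well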;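 also: U2OS osteosarcoma cells stably expressing GPR55 and beta-arrestin-GFP; plate controls were DMSO negative control for no effect and LPI positive control for full effect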
MgcRacGAP inhibition = MgcRacGAP GTPase-activating activity inhibitors, confirmation, biochemical, ADP Hunter fluorescence | AID 624330 | inhibition, % at 30 µM, or IC50 in µM where a hit was titrated | hit rate 0.6% among 340,000 | MgcRacGAP-stimulated Rac1 GTP hydrolysis, ADP Hunter fluorescence; higher % means a stronger effect; GST-tagged Rac1 F28L mutant substrate;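 active = first-screen hits whose inhibition reached a set limit at any dose in the follow-up dose series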;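 also: fluorescence reports GDP produced by GAP-driven GTP hydrolysis; strong numbers were not always called active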
SV40 large T antigen = TAg ATPase/helicase activity blockers – biochemical (AID 1903); SV40 large T antigen ATPase/helicase inhibition assay; higher % means a stronger effect; inhibition, % at 20 µM, or IC50 in µM where a hit was titrated; hit rate 0.39% among 310,000; in the data active = a potency from the dose series; also: strong numbers were not always called active
HIV peptide binding = inhibitors of HIV fusion peptide binding, primary screen, biochemical, uHTS, fluorescence dequenching (AID 1986) | cell-free peptide binding, fluorescence dequenching, 30 min; higher % means a stronger effect | hit rate 0.3% among 290,000 | one-dose inhibition, % at 20 µM; IC50 in µM for titrated hits; in the data active = inhibition mostly above about 52%, no sharp cut-off; inactive = mostly below about 76%; also: some results filed as inactive read as strong as hits
KOR beta-arrestin-2 = kappa opioid receptor blockers – cell-based, luminescence, uHTS (AID 1778). inhibition, % at 10 µM, or IC50 in µM where a hit was titrated. hit rate 0.091% among 290,000. KOR beta-arrestin recruitment, luminescence, antagonist mode; higher % means a stronger effect; also: strong numbers were not always called active
HEK293 NOD2/NF-kB = inhibition of NOD2-driven NF-kB reporter – cell-based, luminescence, uHTS, HEK293 (AID 1566); inhibition, % at 4 µM, or EC50 in µM where a hit was titrated; HEK293 NOD2/NF-kB luciferase reporter, luminescence; higher % means a stronger effect; hit rate 0.63% among 290,000; also: many of its hits are not listed in these tables
NOD1 inhibition = inhibition of NOD1-driven NF-kB reporter – cell-based, luminescence, uHTS, primary screen (AID 1578); hit rate 1% among 290,000; inhibition, % at 4 µM, or EC50 in µM where a hit was titrated; NOD1-driven NF-kB luciferase reporter cells, luminescence; higher % means a stronger effect; in the data active = inhibition mostly above about 36%, no sharp cut-off; inactive = mostly below about 34%;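 also: HEK-293T reporter cells stimulated with the NOD1 agonist gamma-tri-DAP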
* hit, by the source's call; nt = no result given; [ ] = another dose, or the depositor's remark. Rule as the data show it, unless noted: active = inhibition above about 50%; inactive = the rest. Some of the compounds tested. The share of hits here may be higher or lower than overall.

HEK293 NOD2/NF-kB	MgcRacGAP inhibition	GPR55 activation	NOD1 inhibition	HIV peptide binding	KOR beta-arrestin-1	SV40 large T antigen	GPR55 LPI antagonism	KOR beta-arrestin-2	Molecule
24%	-1%	-0.1%	5%	0.5%	0.3%	9%	14%	-42%	CCc1ccc(NC(=O)CSc2nnc(-c3cccs3)n2CC)cc1
-20%	2%	0.0%	-25%	-1.3%	-4.3%	14%	10%	-30%	c1ccc(Nc2nc3ccccc3[nH]2)nc1
-4%	-2%	-0.1%	-16%	1.6%	-1.1%	2%	-2%	19%	CCOC1OC2C(CO)OC(n3cnc4c(N)ncnc43)C2O1 (stereo not drawn)
6%	6%	0.0%	-13%	-1.1%	17%	15%	-5%	-34%	CC1CCCC(C)N1CCNC(=O)CCn1nc(-c2ccccc2)ccc1=O (stereo not drawn)
6%	7%	-0.1%	-26%	-0.7%	5.7%	2%	3%	27%	COC(=O)Cc1ccc(NC(=S)NCc2ccccc2)cc1
23%	7%	-0.2%	25%	-0.4%	3.8%	6%	9%	-2%	Cc1cccc(NC(=O)c2ccc(S(=O)(=O)N3CCC(C)CC3)cc2)n1
3%	11%	-0.3%	-25%	-1.1%	-0.2%	12%	14%	13%	O=c1nc(N/N=C/c2ccco2)cn[nH]1
6%	6%	-0.3%	32%	2.4%	-2.9%	13%	0%	20%	CC(C)N(C(=O)CSc1nc2ccccc2n1Cc1ccccc1F)C(C)C

Individual results from the entries so far.
CCOC1OC2C(CO)OC(n3cnc4c(N)ncnc43)C2O1 (stereo not drawn) | MgcRacGAP inhibition = -2%
CCc1ccc(NC(=O)CSc2nnc(-c3cccs3)n2CC)cc1 | HEK293 NOD2/NF-kB = 24%
COC(=O)Cc1ccc(NC(=S)NCc2ccccc2)cc1 | HIV peptide binding = -0.7%
Cc1cccc(NC(=O)c2ccc(S(=O)(=O)N3CCC(C)CC3)cc2)n1 | MgcRacGAP inhibition = 7%
CC1CCCC(C)N1CCNC(=O)CCn1nc(-c2ccccc2)ccc1=O (stereo not drawn) | KOR beta-arrestin-2 = -34%

Record cards, from the list above. Order of screens: HEK293 NOD2/NF-kB | MgcRacGAP inhibition | GPR55 activation | NOD1 inhibition | HIV peptide binding | KOR beta-arrestin-1 | SV40 large T antigen | GPR55 LPI antagonism | KOR beta-arrestin-2
c1ccc(Nc2nc3ccccc3[nH]2)nc1 is listed with -20% | 2% | 0.0% | -25% | -1.3% | -4.3% | 14% | 10% | -30%
CC(C)N(C(=O)CSc1nc2ccccc2n1Cc1ccccc1F)C(C)C is listed with 6% | 6% | -0.3% | 32% | 2.4% | -2.9% | 13% | 0% | 20%

Next results:
HEK293 NOD2/NF-kB	MgcRacGAP inhibition	GPR55 activation	NOD1 inhibition	HIV peptide binding	KOR beta-arrestin-1	SV40 large T antigen	GPR55 LPI antagonism	KOR beta-arrestin-2	Molecule
22%	-3%	0.1%	-33%	-1.0%	nt	18%	4%	-46%[20 µM]	O=C(NCCC1=CCCCC1)C(=O)NCc1ccncc1
17%	10%	-0.5%	-25%	14%	-1.7%	28%	1%	13%	Cc1cc(/C=C\c2nc(O)c([N+](=O)[O-])c(=O)[nH]2)c(C)n1-c1ccccc1
-7%	6%	-0.2%	24%	0.6%	-0.7%	-1%	8%	12%	COc1ccc(C2Nc3ccccc3C(=O)N2Cc2ccccc2)cc1Cn1nnc2ccccc21 (stereo not drawn)
8%	10%	0.4%	7%	1.6%	7.6%	-2%	-2%	9%	CCOC(=O)c1cc(CC)sc1NC(=O)C1CC(=O)NN1Cc1ccccc1 (stereo not drawn)
9%	7%	-0.1%	-8%	-0.1%	-1.9%	12%	2%	-8%	O=C(Nc1cccc(O)c1)c1cccc(C(=O)Nc2cccc(O)c2)c1
28%	15%	0.3%	3%	-2.3%	1.6%	2%	7%	7%	Cn1c(=O)c2c(nc(N/N=C/c3cccs3)n2Cc2ccccc2)n(C)c1=O
-2%	10%	-0.3%	8%	0.6%	1.2%	5%	28%	-16%	COCCn1c(COc2cccc(OC)c2)nnc1SCC(=O)N1CCOCC1
12%	3%	-0.1%	-23%	0.2%	nt	5%	10%	15%[20 µM]	CCc1ccc(CN2CCC(CO)(CC3CCCCO3)CC2)o1 (stereo not drawn)

Some of these compounds in order of the KOR beta-arrestin-2 value, highest first.
HEK293 NOD2/NF-kB	MgcRacGAP inhibition	GPR55 activation	NOD1 inhibition	HIV peptide binding	KOR beta-arrestin-1	SV40 large T antigen	GPR55 LPI antagonism	KOR beta-arrestin-2	Molecule
17%	10%	-0.5%	-25%	14%	-1.7%	28%	1%	13%	Cc1cc(/C=C\c2nc(O)c([N+](=O)[O-])c(=O)[nH]2)c(C)n1-c1ccccc1
28%	15%	0.3%	3%	-2.3%	1.6%	2%	7%	7%	Cn1c(=O)c2c(nc(N/N=C/c3cccs3)n2Cc2ccccc2)n(C)c1=O
9%	7%	-0.1%	-8%	-0.1%	-1.9%	12%	2%	-8%	O=C(Nc1cccc(O)c1)c1cccc(C(=O)Nc2cccc(O)c2)c1

More compounds
HEK293 NOD2/NF-kB	MgcRacGAP inhibition	GPR55 activation	NOD1 inhibition	HIV peptide binding	KOR beta-arrestin-1	SV40 large T antigen	GPR55 LPI antagonism	KOR beta-arrestin-2	Molecule
-6%	3%	0.1%	18%	1.7%	12%	14%	-1%	12%	CCOC(=O)N1CCN(CCC(=O)c2ccc(OC)cc2)CC1
17%	6%	-0.1%	8%	-3.8%	3.3%	2%	21%	-12%	COC(=O)c1cn(NC(=O)C2CCC(C)CC2)c(=O)c2ccccc12 (stereo not drawn)
-27%	4%	-0.1%	-13%	1.3%	nt	3%	6%	-15%[20 µM]	Cc1ccc(NC(=O)c2ccc(C(C)(C)C)cc2)cc1-n1cnnn1
19%	6%	-0.4%	-12%	0.6%	-9.3%	8%	12%	-11%	CCOC(=O)CSc1nnc(NC(=O)NC(C)C)s1
12%	8%	0.6%	3%	14%	-4.3%	7%	7%	8%	Cc1cc2oc(C(=O)Nc3ccc(S(=O)(=O)Nc4nccs4)cc3)cc(=O)c2cc1Cl
9%	-3%	1.3%	-21%	1.2%	2.5%	-5%	12%	-3%	Cc1ccc(S(=O)(=O)N(C)c2ccc(C)c([N+](=O)[O-])c2)cc1
21%	4%	0.4%	-6%	-0.5%	3.9%	22%	6%	8%	CNC1(c2nnnn2-c2c(C)cccc2C)CCOC(C)(C)C1 (stereo not drawn)
15%	12%	-0.2%	1%	-0.5%	4.6%	nt	4%	10%	O=C(Nc1cc(=O)[nH]c2ncnn12)c1ccco1
-2%	2%	0.0%	-8%	-1.2%	-3.3%	14%	8%	20%	O=C1C(=O)N2C(=C1C(=O)N1CCCCCC1)c1ccccc1CC21CCCC1
17%	19%	-0.1%	-31%	-1.3%	nt	7%	18%	-36%[20 µM]	COc1ccc2nc(C)cc(Nc3ccccc3O)c2c1
-7%	2%	-0.4%	-2%	-0.4%	2.4%	-1%	-9%	-32%	Cc1cccc(NC(=O)CSc2nnc(-c3ccccc3)n2N)c1
21%	6%	0.0%	15%	-0.2%	4.0%	8%	2%	-5%	C[C@]12CC(O)C3C(CCC4=CC(=O)CC[C@@]43C)C1CCC2c1csc(-c2ccccc2)n1 (stereo partly drawn)
4%	8%	-0.5%	-29%	0.7%	-6.2%	4%	7%	18%	CC(C)CC1NC(=O)N(CC(=O)NC2CCCc3ccccc32)C1=O (stereo not drawn)
14%	4%	-0.1%	4%	5.0%	0.1%	8%	-6%	-14%	CCc1nn2c(N3CCOCC3)cc(C)nc2c1-c1ccccc1
19%	3%	0.2%	-21%	-1.2%	-2.6%	-9%	13%	nt	CCOc1ccc(/C=C/C(=O)NCCc2ccc(OC)c(OC)c2)cc1
11%	-4%	0.7%	-18%	-0.7%	-1.3%	22%	4%	29%	Cc1ccc(NC(=O)c2cc3c(=O)oc4ccccc4c3s2)nc1
33%	-4%	-0.1%	-22%	1.4%	-1.5%	18%	9%	17%	COc1ccccc1NC(=O)CSCc1nc2ccccc2[nH]1
5%	10%	-0.1%	-19%	1.4%	-4.3%	11%	-17%	22%	O=C(NCc1cccnc1)C1CC(c2ccccc2Cl)=NO1 (stereo not drawn)
0%	0%	-0.1%	-9%	0.6%	-1.3%	7%	13%	7%	Cc1cc(C)cc(N(CC(=O)NCc2ccc(F)cc2)C(=O)c2snc(C(N)=O)c2N)c1
-17%	12%	-0.2%	1%	0.5%	5.7%	1%	-8%	-21%	Cn1c(C(=O)OCC(=O)NCc2ccco2)cc2sccc21
24%	4%	-0.1%	-3%	0.8%	14%	20%	-26%	-21%	CCN(CC)S(=O)(=O)c1ccc(N(C)C)c(NC(=O)CSCc2c(C)noc2C)c1
9%	5%	0.6%	11%	-1.6%	-3.7%	6%	7%	12%	CCN(CC)S(=O)(=O)c1ccc(Oc2ccccc2)c(N)c1
-5%	6%	0.2%	25%	-0.4%	-7.0%	9%	11%	-10%	Cc1cccc(N2CCN(C(=O)c3ccc(Cl)c(S(=O)(=O)NCc4ccco4)c3)CC2)c1C
2%	5%	-0.1%	0%	0.0%	7.5%	-5%	-2%	2%	O=C(N[C@@H](Cc1ccccc1)C(=O)OCc1ccccc1)c1nc[nH]c1C(=O)N1CCN(c2ccccc2)CC1
-21%	6%	0.3%	-54%	18%	5.9%	11%	-3%	-36%	Cc1nc2scc(-c3cccs3)c2c(=O)[nH]1
6%	13%	-0.1%	-23%	-0.2%	-4.5%	8%	-13%	-11%	CCn1c(COc2cccc3cccnc23)nnc1SCC(=O)OC
10%	9%	0.2%	-29%	1.4%	1.0%	7%	1%	-29%	Cc1cc(C)n2nc(SCC(=O)NC3CCCCC3)nc2n1
-26%	6%	-0.1%	-2%	-3.1%	9.2%	5%	-6%	-13%	c1ccc2nc(-c3ccncc3)ccc2c1
2%	6%	-0.1%	nt	-3.4%	-2.0%	6%	3%	21%	S=c1[nH]nc(-c2ccccc2)o1
17%	14%	0.2%	-5%	1.5%	nt	16%	2%	-5%	O=C(O)c1cc(-c2cccc([N+](=O)[O-])c2)nc2ccccc12
1%	9%	0.3%	-16%	-0.3%	3.8%	5%	4%	-23%	CC(C)Cn1c(N)c(C(=O)CSc2ncnc3sc4c(c23)CCCC4)c(=O)n(C)c1=O
-8%	11%	-0.2%	-32%	0.5%	4.5%	-4%	2%	-39%	CCCc1ccc(C(=O)NNC(=O)c2ccc(Cl)cc2)cc1
1%	11%	-0.1%	-6%	-1.4%	1.8%	7%	-9%	-7%	CCn1c(SCC(N)=O)nc2sc3c(c2c1=O)CCCC3
-161%	3%	0.2%	36%	7.5%	-7.0%	20%	4%	2%	Cc1cnc(NC(=O)c2cc3c(s2)CCCC3)s1
10%	1%	0.8%	1%	10%	0.6%	17%	-1%	-10%	CCOC(=O)NNC(=O)c1ccc(Cl)cc1
